# FLuc counter: inhibits or activates purified firefly luciferase, miR-21 counter-screen; P08659; 6.9% of 360,000 active; Potency, µM (series often up to 57.5 µM), for inactives: at the top dose activity change, negative = inhibition, usual class: inhibitors; purified FLuc, Km substrates, luminescence inhibition;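 also: potency is read from the fitted curve at half-maximal effect; plate controls were vehicle for no effect and reference inhibitor for full effect; nearly all actives have a fitted effect of over 55% in size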
#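 Purified P. pyralis luciferase, 10 nM final, with Km-level 10 uM D-luciferin and 10 uM ATP in 50 mM Tris acetate pH 7.5, 10 mM Mg acetate, 0.01% Tween-20, 0.05% BSA; 6-point qHTS titration about 60 µM downward; luminescence read.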
# PKM2 activator: activators of human pyruvate kinase M2; Potency, µM (doses to about 57.5 µM), inactives show at the top dose activation, usual class: activators; purified PKM2, Kinase-Glo ATP luminescence, activation; response scale: 0% is enzyme alone, no compound; AID 1631; 0.34% of 260,000 active; also: potency is read from the fitted curve at half-maximal effect; % is scaled to controls: 0 for no effect and ±100 for the full control effect; nearly all actives have a fitted effect of over 55% in size
#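 Purified hPK-M2 (>95%) run at intermediate activity with 0.1 mM ADP and 0.5 mM PEP in 50 mM imidazole pH 7.2, KCl, MgCl2; 1 h room temperature. ATP formed read by Kinase-Glo luminescence; normalized to uninhibited and no-enzyme controls.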
# Giardia kill: kills Giardia lamblia; Giardia lamblia trophozoite viability; activity change, % at 7.66 µM, hits read low; 0.15% of 340,000 active; AID 540267; in the data active = activity change below about -80%; inconclusive = between about -30% and that limit;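 also: parasites exposed to compound for two days anaerobically before the ATP read; % is scaled to controls: 0 for no effect and ±100 for the full control effect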
#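 Each well holds 100 Giardia trophozoites and compound. After two days (48 hrs) at 37 deg C in anaerobic conditions, ATP is quantified by luminescence.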
# Gal4-VP16 FLuc: counter-screen for ROR gamma inhibitors: Gal4-VP16 reporter; AID 2546; 3.5% of 310,000 active; Potency, µM (series often up to 53.6 µM), without a hit: top-dose activity, negative = inhibition, most hits filed as inhibitors; Drosophila S2 Gal4-VP16 UAS-luciferase, luminescence, 20 h;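 also: Gal4-VP16 expression switched on by copper sulfate through the metallothionein promoter; potency is read from the fitted curve at half-maximal effect; % is scaled to controls: 0 for no effect and ±100 for the full control effect; nearly all actives have a fitted effect of over 50% in size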
# p53 reactivation: mutant p53 re-activation in reporter cells; H1299 p53-A138V BP100-luciferase reporter, luminescence, 24 h; Potency, µM (top dose mostly 92.2 µM), for inactives: at the highest dose activity change, positive = activation, hits mostly activators; 0.063% of 320,000 active; also: potency is read from the fitted curve at half-maximal effect; % of control where 0% means no effect; nearly all actives have a fitted effect of over 45% in size
#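 p53-null H1299 cells stably carrying temperature-sensitive p53-A138V and a BP100-luciferase reporter were pinned with compounds (4-point, 1:5 series) and held 24 hrs at 37 deg C. Luminescence was read 10 min after detection reagent.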
# BRCA1 expr act: activators of BRCA1 expression; 1.1% of 380,000 active; Potency, µM (highest dose often 46.1 µM), inactives show at the highest dose activation, most hits filed as activators; MCF7-BRCA1-FFLuc reporter, luminescence, 48 h; response scale: scaled: vehicle 0%, 10 µM genistein 100%; AID 624202; also: potency is read from the fitted curve at half-maximal effect; nearly all actives have a fitted effect of over 80% in size; some results filed as inactive show a strong effect at the top dose
#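 MCF7 cells carrying a BRCA1-firefly luciferase reporter (2000 cells/well, phenol-red free MEM) were attached for 2 h at 37 °C, then given compounds for 48 h. Luminescence was read 15 min after luciferase reagent; activity normalized to genistein (10 microM) and DMSO.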
# NPC1 prom act: activates the NPC1 promoter. Huh7 NPC1 promoter luciferase reporter, 24 h. Potency, µM (doses to about 9.22 µM), without a hit: at the highest dose activation, hits mostly activators. 2.4% of 320,000 active. AID 485313;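 also: potency is read from the fitted curve at half-maximal effect; % of control where 0% means no effect; nearly all actives have a fitted effect of over 60% in size; reporter is driven by a mutant NPC1 promoter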
#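 Stably transfected Huh7 (NPC1 promoter→luciferase), 1500 cells/well in Opti-MEM + 10% FBS, 2 h settle, then compound 24 h at 37 °C. Luminescence after 10 min with Amplite reagent.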
# Rab9 promoter act: activators of Rab9 promoter; Huh7 Rab9 promoter-luciferase reporter, luminescence, 24 h; Potency, µM (highest dose often 9.22 µM), without a hit: top-dose activation, negative = inhibition, hits mostly activators; 2.8% of 320,000 active; also: potency is read from the fitted curve at half-maximal effect; % of control where 0% means no effect; nearly all actives have a fitted effect of over 60% in size
#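 Promoter activation is measured as luciferase luminescence in Huh7 cells stably transfected with a Rab9 promoter–luciferase construct, following 24 h compound exposure at 37 °C and 10 min reagent incubation at ambient temperature.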
# RORgamma inh: blocks mouse ROR gamma transcriptional activity | P51450 | Drosophila S2 Gal4-RORgamma UAS-luciferase reporter, 20 h | Potency, µM (highest dose often 53.6 µM), inactives show at the top dose activity change, negative = inhibition, hits mostly inhibitors | 5.4% of 310,000 active | AID 2551; also: potency is read from the fitted curve at half-maximal effect; % is scaled to controls: 0 for no effect and ±100 for the full control effect; nearly all actives have a fitted effect of over 60% in size
# Target sequence (P51450 whole entry, looked up, the tested form may be a part): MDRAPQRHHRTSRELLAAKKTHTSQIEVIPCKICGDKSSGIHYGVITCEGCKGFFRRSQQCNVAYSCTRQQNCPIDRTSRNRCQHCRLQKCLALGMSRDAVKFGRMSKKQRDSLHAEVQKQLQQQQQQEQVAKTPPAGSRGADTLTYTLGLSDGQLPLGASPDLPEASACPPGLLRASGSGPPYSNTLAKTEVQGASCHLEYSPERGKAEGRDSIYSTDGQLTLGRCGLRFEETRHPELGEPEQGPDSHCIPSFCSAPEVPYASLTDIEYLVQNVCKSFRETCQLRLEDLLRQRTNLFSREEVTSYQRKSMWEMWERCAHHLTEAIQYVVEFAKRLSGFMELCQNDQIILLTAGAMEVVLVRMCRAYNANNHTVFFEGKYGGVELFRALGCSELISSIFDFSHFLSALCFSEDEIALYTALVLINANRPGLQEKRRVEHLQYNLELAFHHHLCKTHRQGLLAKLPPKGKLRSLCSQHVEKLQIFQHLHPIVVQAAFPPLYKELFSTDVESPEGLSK
#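 Compounds are pin-transferred onto Drosophila Schneider cells expressing a copper-inducible Gal4–ROR gamma transactivation domain fusion. After 1 hr, copper sulfate is added to 700 uM final; luciferase is read 20 hr later.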
# ELG1 genotox: induces genotoxicity in HEK293T cells with luciferase-tagged ELG1; AID 504466; 1.3% of 330,000 active; HEK293T ELG1-luciferase reporter, luminescence, 16 h; Potency, µM (highest dose often 46 µM), inactives show top-dose activity change, positive = activation, actives largely listed as activators; also: potency is read from the fitted curve at half-maximal effect; % of control where 0% means no effect; nearly all actives have a fitted effect of over 60% in size
#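 Luminescence read-out: rising ELG1-luciferase signal, reflecting elevated ELG1 protein under genetic stress, flags genotoxic compounds. Cells were treated for 16 hr at 37 °C before ONE-Glo detection.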
# Menin MLL FP TR: inhibitors of human menin-MLL interaction, mutant MLL peptide; O00255; Menin + Texas Red MLL mutant peptide, fluorescence polarization; Potency, µM (highest dose often 61.6 µM), inactives show at the highest dose FP activity change, negative = inhibition, actives largely listed as inhibitors; 0.23% of 270,000 active; AID 1768; active = well fitted inhibition curve with a large enough effect in the polarisation, with a control signal flat, not every such curve was filed as active; inconclusive = small, poorly fitted or top-dose-only effect, or effect the other way, or a change in a side signal; inactive = no such curve, though single readings can be large or run the other way; the % refers to the polarisation; also: potency is read from the fitted curve at half-maximal effect; % of control where 0% means no effect; many of its hits are not listed in these tables
# Target sequence (O00255 whole entry, looked up): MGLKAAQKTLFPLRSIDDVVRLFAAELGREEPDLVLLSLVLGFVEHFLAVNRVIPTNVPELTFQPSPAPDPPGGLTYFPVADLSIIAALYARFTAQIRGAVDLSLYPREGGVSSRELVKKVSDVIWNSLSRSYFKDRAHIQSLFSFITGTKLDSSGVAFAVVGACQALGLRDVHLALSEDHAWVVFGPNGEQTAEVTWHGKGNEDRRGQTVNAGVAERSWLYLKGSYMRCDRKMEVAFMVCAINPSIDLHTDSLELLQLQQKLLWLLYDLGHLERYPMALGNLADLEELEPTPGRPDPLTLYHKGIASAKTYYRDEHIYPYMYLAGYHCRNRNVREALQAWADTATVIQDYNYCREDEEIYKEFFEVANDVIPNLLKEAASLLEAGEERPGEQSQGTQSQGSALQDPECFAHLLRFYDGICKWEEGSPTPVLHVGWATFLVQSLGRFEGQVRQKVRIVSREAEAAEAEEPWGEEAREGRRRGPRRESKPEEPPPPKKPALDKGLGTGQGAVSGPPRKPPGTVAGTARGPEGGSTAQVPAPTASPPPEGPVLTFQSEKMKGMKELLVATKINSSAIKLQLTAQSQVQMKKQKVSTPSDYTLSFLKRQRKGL
# * hit, by the source's call; ? = inconclusive; / = no result given; & = joins results of further samples; [ ] = remark or other dose. Unless noted, calls follow the shape of the dose curve; as a rule, active = well fitted curve in the direction sought with a large enough effect; inconclusive = small, poorly fitted or top-dose-only effect, or another doubt; inactive = no such curve, though single readings can be large; an effect the other way counts as inactive or inconclusive.
SMILES,FLuc counter,PKM2 activator,Giardia kill,Gal4-VP16 FLuc,p53 reactivation,BRCA1 expr act,NPC1 prom act,Rab9 promoter act,RORgamma inh,ELG1 genotox,Menin MLL FP TR
O=c1[nH]c(CSc2nnc(COc3ccccc3)n2-c2ccccc2)nc2ccccc12,?,-10%,-6,?,26%,-9%,0%,-11%,13µM*,11%,-4%
O=C(NCCCn1ccnc1)c1ccc(NS(=O)(=O)c2cccc([N+](=O)[O-])c2)cc1,-1%,/,-13,/,8%,17%,-3%,-3%,/,10%,/
COc1ccc(F)cc1S(=O)(=O)N1CCCC(C)C1 (configuration not stated),-1%,5%,-15,0%,0%,-2%,-5%,-14%,-1%,-1%,/
CC(C(=O)Nc1ccc2c(c1)OCCO2)N1Cc2ccccc2C1=O (configuration not stated),-9%,/,-13,4%,21%,0%,0%,-4%,11%,8%,/
COc1ccc(C(=O)NCCc2nnc3ccc(SCC(=O)N4CCCC4)nn23)cc1,-1%,-1%,7,4%,0%,1%,0%,-4%,2%,5%,/
COc1cc(NC(=O)c2noc3c2CCC3)c(OC)cc1Cl,7%,5%,-10,-10%,-9%,-72%,7%,0%,-5%,6%,?
O=C(NCCc1c[nH]c2ccccc12)C(=O)NCC1OCCCN1S(=O)(=O)c1ccc(F)cc1 (configuration not stated),0%,-1%,-13,-11%,8%,-30%,-1%,-2%,31%,-8%,-2%
COc1ccc(S(=O)(=O)Nc2ccccc2C(=O)NCc2cccnc2)cc1OC,0%,/,-11,-13%,0%,1%,-7%,1%,-31%,2%,5%
CSCCC(NC(=O)COc1ccccc1)C(=O)N(C)Cc1ccc(Cl)cc1Cl (configuration not stated),2%,/,1,/,0%,-16%,0%,-3%,/,-3%,/
Cc1ccc2c(c1)COc1c3ccc(C(=O)N4CCCCC4)cc3nn1-2,3.8µM*,-19%,-19,-10%,20%,4.5µM*,3.2µM*,?,-6%,?,/
Cc1nn(C(C)C(=O)O)c(=O)c2ccccc12 (configuration not stated),1%,-1%,6,-9%,2%,-10%,-5%,-5%,13%,1%,15%
O=C(CN1CCCC1)OCCCC1CCCCC1,1%,-2%,-7,-6%,1%,10%,1%,1%,-3%,-2%,/
Cc1nnc2c(N3CCN(C(=O)c4ccco4)CC3)nc3ccccc3n12,-3%,/,18,-11%,9%,14%,-10%,-7%,3%,0%,/
Cc1ccsc1C(=O)OCC(=O)NCCCc1ccccc1,-12%,-6%,30[activator],4%,2%,1%,-3%,6%,24%,0%,-13%
CCC1(C)Cc2c(sc3nc(SC)[nH]c(=O)c23)CO1 (configuration not stated),?,-1%,4,-14%,0%,-4%,-4%,-1%,21%,-1%,/
COc1ccc(C(=O)Nc2cccc(-c3nnc(-c4ccco4)o3)c2)cc1,19µM*,0%,0,?,4%,5%,19%,8%,?,-9%,17%
O=C(Oc1cccc(C(=S)N2CCOCC2)c1)c1ccc([N+](=O)[O-])cc1,6%,/,4,-10%,-1%,-15%,3%,0%,4%,-3%,4%
COc1ccc(C(=O)Nc2ccc3c(c2)OCCO3)cc1S(=O)(=O)N1CCOCC1,/,/,-3,/,-3%,4%,-3%,-3%,/,-2%,/
Cc1c(C(=O)NCC2COc3ccccc3O2)oc2ccc(S(=O)(=O)N3CCOCC3)cc12 (configuration not stated),-1%,-2%,5,-13%,-18%,-55%,-4%,-11%,40%,-39%[inhibitor],27%
Cc1cccc(-n2c(SCc3cc(=O)n4ccsc4n3)nc3ccccc32)c1,-14%,-1%,-5,-1%,1%,2%,-1%,-1%,?,2%,-1%
Cc1ccccc1CNC(=O)CCC(=O)N1Cc2ccccc2Oc2ncccc21,-10%,/,?,-6%,1%,-1%,1%,4%,4%,0%,/
COc1ccc2[nH]c(N=Nc3ccccc3C)c(O)c2c1,-15%,-9%,-12,12%,?,-3%,-1%,3%,?,?,?
CCCc1cc(C(=O)OC)c(NC(=O)OCC)s1,2%,-4%,-2,-4%[0.365 µM],-1%,-3%,-2%,-4%,12%,?,2%
Nc1ccc2c(c1)-c1ccccc1S(=O)(=O)N2,0%,13%,3,-3%,0%,33%,-2%,3%,2%,3%,8%
O=C(Nc1ccon1)c1ccc(Cl)s1,-3%,-24%,-7,-8%[0.365 µM],-13%,41%,13%,0%,?,-4%,10%
COCCNc1ncnc2c1[nH]c1ccccc12,-13%,2%,6,-7%,-3%,-46%,2%,-2%,21%,-13%,/
Cc1nc2cc(-c3cccc(F)c3)nn2c(C)c1CCC(=O)NC(C)CCc1ccco1 (configuration not stated),15µM*,6%,-14,-2%,-10%,-49%,0%,-2%,11µM*,-5%,-3%
CN1C(=O)C(C)(C)c2cc(S(=O)(=O)N3CCN(c4cccc(Cl)c4)CC3)ccc21,0%,7%,5,5%,7%,-20%,1%,-1%,?,6%,11%
Cn1c2c(c(=O)[nH]c1=O)C(c1cccc(O)c1)C1=C(N2)c2ccccc2C1=O (configuration not stated),?,-12%,12,-17%,-1%,-56%,-11%,-19%,-39%,-2%,?
CCn1ccnc1CN1CCc2c([nH]c3ccccc23)C1C1CCCCC1 (configuration not stated),2%,4%,2,?,0%,-12%,0%,-2%,13µM*,-23%,-24%
Cc1ccc(C)c(N2CCN(C(=O)C3CCN(c4nnc(N5CCCC5=O)s4)CC3)CC2)c1,-9%,-20%,-21,0%,-10%,-19%,-5%,-10%,3%,-12%,-12%[11.7 µM]
OCC1(Cc2cccc(Cl)c2)CCCN(Cc2ccc(F)c(F)c2)C1 (configuration not stated),0%,-1%,6,-22%,10%,-44%,0%,-3%,-26%,-7%,4%
Cc1cc(/C([O-])=C(/C(=S)Nc2ccccc2)[n+]2ccccc2)c(C)n1-c1ccccc1,12µM*,1%,-13,7%,20%,0%,17%,22%,?,10µM*,-6%
Cc1nn(CC2CC2)c(=O)n1-c1ccc(Cl)cc1,-3%,-4%,-14,-24%,9%,12%,2%,2%,-15%,1%,19%
Nc1ccc(Oc2ccc3nc(-c4ccccc4)c(-c4ccccc4)nc3c2)cc1,-15%,1%,-15,0%,14%,-1%,16%,13%,?,-1%,?
COc1ccc2c(COC(=O)CNS(=O)(=O)c3ccc(C)c(C)c3)cc(=O)oc2c1,-5%,/,-16,/,-1%,-15%,-4%,-5%,/,-3%,/
COc1ccc(NC(=O)Cn2cccc2)cc1Cl,-18%,2%,2,3%,-19%,4%,0%,-2%,17%,1%,4%
O=[N+]([O-])c1ccccc1Oc1ccccc1Cl,-7%,-8%,-7,5%,10%,-5%,1%,0%,?,4%,1%
COc1ccc(S(=O)(=O)n2cccc2)c(OC)c1,-2%,12%,4,7%,?,-1%,1%,4%,42%,4%,4%
CCc1ccc(CNC(=O)c2ccc(OC3CCN(C(=O)COC)CC3)cc2)nc1,-9%,0%,-14,5%,10%,-7%,2%,-3%,-17%,-3%,/
O=C(Nc1ccc2c(c1)OCO2)N1CCC(CO)(CC2CCCCO2)CC1 (configuration not stated),?,-1%,-19,3%,9%,0%,10%,-2%,25%,5%,15%
CC(C)Oc1cccc(-c2nnc(SCC(=O)Nc3ccc4c(c3)OCCO4)n2N)c1,?,4%,-5,-9%,-9%,6%,5%,-1%,-1%,0%,20%
CCNC(=O)/C(=C/c1ccc2c(c1)OCO2)NC(=O)c1ccc(Br)cc1,1%,5%,-17,-4%,1%,1%,-4%,-1%,?,-6%,?
Oc1ccc(/C=N/NC(=S)NCCN2CCOCC2)c(O)c1,4%,-8%,-23,-10%,5%,-11%,-17%,-4%,13µM*,-9%,-7%
CCCc1cc(C(=O)NCCc2ccccc2)no1,21µM*,-4%,-8,-30%,?,4µM*,2.2µM*,2.2µM*,-43%,10µM*,-18%
C/C(=N\O)c1ccc(Cl)cc1Cl,1%,7%,10,3%,-3%,-20%,1%,-2%,4%,0%,/
CCOc1nc(NC(=O)NS(=O)(=O)Oc2ccccc2Cl)nc(-c2ccccc2)n1,?,3%,-9,13%,5%,32%&49%,12%,23%,16%,?,4%
Nc1nc2c(nc(N3CCCCC3)n2[C@@H]2O[C@H](CO)[C@@H](O)[C@H]2O)c(=O)[nH]1,1%,/,5,4%,1%,-6%,-2%,5%,0%,1%,9%
O=[N+]([O-])c1ccc(CSC2=NCCS2)cc1,?,9%,-3,22%,/,75%,4%,22%,28%,7%,6%
COC(=O)C(C(=O)N1CCN(C)CC1)C1CCCCCC1 (configuration not stated),-1%,-1%,3,-1%,16%,5%,0%,-2%,11%,0%,1%

# Bioassay records: PubChem BioAssay, National Center for Advancing Translational Sciences (NCATS)

# Some of the compounds tested (hit frequency here may not be typical).
